High-throughput results from PubChem BioAssay.
DENV2 CPE: DENV2-induced cell death inhibition. DENV2-infected cells, cytopathic effect rescue, plate reader. CPE inhibition, % at 9.99 µM. 350,000 tested, 1.7% active. AID 651640; in the data active = CPE inhibition above about 20%, passing the limit was not always enough; inconclusive = no clear call, values can overlap the other calls; tested in BHK-21 cells;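 also: 0% = median of neutral control wells and 100% = median of positive control wells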
EWS-Fli inh: EWS/Fli transcriptional activity inhibition; A673 NR0B1-luciferase reporter, viability-normalised; inhibition, % at 12.6 µM; 350,000 tested, 0.67% active; AID 651661;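 active = mean inhibition of at least 50% after viability correction, with every replicate also passing that limit; inconclusive = mean reaches 50% but only one of two replicates passes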;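 also: firefly luciferase signal divided by Alamar Blue viability fluorescence both relative to DMSO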
CFTR F508del cor: correctors of CFTR F508del function in bronchial epithelial cells. AID 720511. 350,000 tested, 0.36% active. activity (quench increase), % at 7.58 µM. CFBE cells, YFP halide quenching; stimulated with forskolin plus potentiator P3; % fluorescence drop versus neutral controls;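 active = mean added fluorescence quench of at least 8% versus neutral control, with both replicates also reaching 8%; inconclusive = only one of the mean or replicate conditions met; inactive = mean below 8% and not both replicates reaching 8%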;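 also: cells transiently co-express mutant CFTR-F508del with the halide-sensitive YFP; corrector assay measuring rescue of mutant channel to the surface after 24 h compound exposure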
miR-122 sensor: inhibitors of miR-122 in Huh7 cells; Huh7 miR-122 Renilla luciferase sensor, 48 h; neutral wells = 0, positive control = 100; 340,000 tested, 0.3% active; AID 602342; activation (reporter increase), % at 12.5 µM;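 active = mean replicate activation score at least 90 and every replicate individually at or above 90; inconclusive = only one of the two criteria met; inactive = neither criterion met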;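 also: higher luciferase means less miR-122 activity so hits act as miR-122 inhibitors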
FN deposit inh: fibronectin deposition inhibition; 350,000 tested, 0.086% active; AID 743247; AH1F fibroblasts, Alexa488-fibronectin deposition fluorescence, overnight; inhibition, % at 12.6 µM;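 active = mean inhibition across replicates of 30% or more, regardless of how many single replicates reach that level; inconclusive = mean under 30% yet at least half of replicates reach 30%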;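 also: positive control wells lacked labelled fibronectin entirely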
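Material: AH1F fibroblast monolayer depositing Alexa488-labelled fibronectin into matrix | Input: 10000 AH1F cells/well | Medium: DMEM plus 2% serum, read in PBS | Reagent: Alexa488-fibronectin, 24 nM final in well | Compound dosing: One dose per compound, pinned | Schedule: 1 h adhesion, overnight exposure | Measured by: Fluorescence at 485 nm excitation, 525 nm emission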
PAX8 reporter: lowers PAX8-driven luciferase in RMG-I cells; RMG-I TPO-luciferase reporter, SteadyGlo, 24 h; inhibition, % at 12.6 µM; 360,000 tested, 1.2% active;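 active = mean replicate inhibition at least 60% with every replicate also reaching 60%; inconclusive = only one of the two criteria is met; inactive = mean below 60% and not all replicates reaching 60%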;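 also: luciferase light reporting Pax8 driven TPO promoter activity; plate controls were median of neutral control wells for no effect and mitoxantrone controls for full effect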
INS-1E GSIS act: primary screen for activators of insulin secretion dependent on glucose, INS-1E cells, GLuc reporter luminescence | INS-1E GLuc reporter insulin secretion, 2-3 h | activation, % at 16.6 µM | 370,000 tested, 0.61% active | AID 743287;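 active = lowest replicate activation of at least 40%, so every replicate reaches that level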;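 also: 0% = median of neutral control wells and 100% = median of IBMX positive control wells; some compounds called inactive have numbers as strong as hits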
An asterisk follows results filed as active; ? = inconclusive; nt = no result given; [ ] = dose if it differs, or a comment.

SMILES	DENV2 CPE	EWS-Fli inh	CFTR F508del cor	miR-122 sensor	FN deposit inh	PAX8 reporter	INS-1E GSIS act
CN(C)/C=C1\SC(=S)N(N2C(=O)C3C4C=CC(C4)C3C2=O)C1=O (stereo not given)	-1	-2	1.0	nt	nt	5	-2
COc1ccc(C)cc1N(C(=O)CNC(=O)c1ccco1)C(C(=O)NCC1CCCO1)c1ccccc1 (stereo not given)	?	0	-1.1	14	0	-11	4
COc1ccccc1/C=C/C=N/NC(=O)CN1CCN(S(=O)(=O)c2ccc(C)cc2)CC1	nt	nt	nt	nt	3	-21	-37
c1cncc(-c2nnc(-c3cccnc3)nn2)c1	nt	nt	nt	-2	13	nt	1
COc1ccc(CCNC(=O)/C=C/C(=O)O)cc1OC	2	-2	2.0	nt	17	-16	4
Cc1ccccc1C(=O)Nc1ccc(C(=O)N/N=C/c2ccc(O)c(Br)c2)cc1	5	7	-4.2	nt	-13	8	-4
COc1ccc(S(=O)(=O)Nc2ccc3c(c2)C(=O)N([C@H](C)CO)C[C@@H](C)[C@H](CN(C)S(=O)(=O)c2c(C)noc2C)OCCCC[C@@H](C)O3)cc1	-11	5	1.9	-11[16.7 µM]	-17	27	2
O=C([C@@H]1[C@@H](CO)[C@@H]2Cn3c(cccc3=O)[C@H]1N2CC1CCCC1)N1CCCCC1	2	2	1.4	-2[16.7 µM]	nt	-8	12
Nc1ncnc2c1ncn2[C@@H]1O[C@H](C(=O)N2CCN(c3nc4ccccc4o3)CC2)[C@@H](O)[C@H]1O	-2	-8	-2.5	2	0	8	3
C[C@@H]1CCCCO[C@@H](CN(C)Cc2ccc(Cl)c(Cl)c2)[C@H](C)CN([C@H](C)CO)C(=O)c2cc(NC(=O)Nc3ccc4c(c3)OCO4)ccc2O1	3	6	0.1	-1[16.7 µM]	nt	nt	0
C[C@H](CO)N1C[C@H](C)[C@@H](CN(C)C(=O)c2cccnc2)Oc2ncc(-c3ccc(C#N)cc3)cc2C1=O	12	-10	-0.5	nt	-6	-11	7
Cc1cc(=O)oc2c1c(C)nn2-c1ccc(Br)cc1	nt	12	-3.1	nt	6	26	19
CN(C)CCCNC(=O)C[C@@H]1CC[C@@H]2[C@@H](COc3ccc(NC(=O)c4cccc(F)c4)cc3C(=O)N2C)O1	4	-20	0.6	0[16.7 µM]	8	-19	8
COC(=O)CN1C(=O)C2(C(C#N)=C(N)Oc3cc(C)oc(=O)c32)c2ccccc21 (stereo not given)	nt	nt	nt	-3	-6	4	nt
CC(C(=O)NN=C(c1ccccc1)c1ccccc1)N1CCCC1 (stereo not given)	8	-13	1.9	nt	11	2	10
COc1ccc(NC(=O)CN2C(=O)C(C)Oc3ccccc32)cc1OC (stereo not given)	-2	-6	0.1	-5	17	2	3
CSC[C@H]1CN(CCc2ccccc2)C(=O)[C@@H]1CC(=O)Nc1ccc(Br)cc1	-9	0	-1.0	38	-1	12	-34
O=C(CCC1CCCN(C(=O)Cn2cnnn2)C1)NCc1ccc(F)c(F)c1 (stereo not given)	nt	-1	-0.8	nt	3	-6	6
CCOc1ccc(C(=O)Nc2ccc(Cc3ccncc3)cc2)cc1Br	-1	-1	1.2	-3	-4	95*	6
COc1cc2c(cc1OC)C(c1ccccc1)N(C(=O)C(C)(C)C)CC2 (stereo not given)	-2	-5	-3.3	-8	-7	-15	14

For convenience, part of the list above:
SMILES	DENV2 CPE	EWS-Fli inh	CFTR F508del cor	miR-122 sensor	FN deposit inh	PAX8 reporter	INS-1E GSIS act
CN(C)CCCNC(=O)C[C@@H]1CC[C@@H]2[C@@H](COc3ccc(NC(=O)c4cccc(F)c4)cc3C(=O)N2C)O1	4	-20	0.6	0[16.7 µM]	8	-19	8
COC(=O)CN1C(=O)C2(C(C#N)=C(N)Oc3cc(C)oc(=O)c32)c2ccccc21 (stereo not given)	nt	nt	nt	-3	-6	4	nt

Additional compounds:
SMILES	DENV2 CPE	EWS-Fli inh	CFTR F508del cor	miR-122 sensor	FN deposit inh	PAX8 reporter	INS-1E GSIS act
COc1ccc(CN(C)C[C@@H]2OCCCC[C@@H](C)Oc3ccc(NC(=O)C4CCCCC4)cc3C(=O)N([C@H](C)CO)C[C@H]2C)cc1	1	nt	0.3	17[16.7 µM]	5	19	-27
O=C(NC1CCCCC1)C1CCCN(S(=O)(=O)c2cnc[nH]2)C1 (stereo not given)	-5	-1	3.2	0	-16	0	4
CCN(CC(=O)Nc1ccc(Cl)c(C(F)(F)F)c1)CC(=O)NC1CCS(=O)(=O)C1 (stereo not given)	9	5	1.3	nt	-6	11	-7
C[C@@H]1CN([C@H](C)CO)C(=O)c2cc(NC(=O)Cc3ccccc3)ccc2O[C@H]1CN(C)CC1CC1	-8	-12	-3.8	nt	nt	-5	-8
CN1CCN(S(=O)(=O)c2cc(C(F)(F)F)ccc2Cl)CC1	-1	3	-1.4	2	-4	-9	2
CCCC#Cc1cnc2c(c1)C(=O)N([C@H](C)CO)C[C@@H](C)[C@@H](CN(C)C(=O)Nc1c(C)noc1C)O2	7	12	-0.6	3[16.7 µM]	-11	nt	8
COc1ccc(OC)c(N(CC(=O)N2CCc3ccccc3C2)S(C)(=O)=O)c1	-3	0	1.2	6	nt	nt	-1
CCCNC(=O)N1[C@H](CO)[C@H](c2ccccc2)[C@H]1CNC(=O)C1CCCC1	-8	nt	-1.4	nt	-8	nt	-8
O=C(C[C@@H]1CC[C@@H]2[C@H](COC[C@H](O)CN2Cc2ccc(Oc3ccccc3)cc2)O1)Nc1nccs1	3	16	6.7	5[16.7 µM]	-21	2	0
Cn1nccc1C(=O)N1CCCC(Nc2ccc(F)cc2)C1 (stereo not given)	0	nt	-1.0	-1	5	-4	34
Cc1nn(CCC#N)c(NC(=O)c2ccccc2)c1P(=O)(Nc1ccc(Br)cc1)N1CCOCC1 (stereo not given)	1	-13	-2.1	nt	3	-12	-18
CCCCC[C@@H]1CCCCC[C@@H](O)C[C@H](O)[C@H](O)/C=C/C(=O)O1	7	3	5.7	nt	-1	-13	22
O=C(Nc1ccccc1F)N1CCCCN2[C@H](CO)[C@@H](c3ccc(C4=CCCC4)cc3)[C@@H]2C1	nt	-19	-2.7	8[16.7 µM]	nt	6	-18
CCCc1cc(=O)oc2cc(C)cc(OCC(=O)NCCCn3ccnc3)c12	7	6	-1.3	2	9	-7	2
C[C@@H]1CN([C@H](C)CO)C(=O)c2cccc(NS(=O)(=O)c3cn(C)cn3)c2O[C@@H]1CN(C)Cc1ccc2c(c1)OCO2	13	-2	-0.1	5[16.7 µM]	-2	-9	10
Cn1c(COc2ccccc2)nnc1SCC(=O)NNC(=O)C1CCCCC1	-7	7	1.3	nt	-6	5	20
CCCNC(=O)[C@@H]1[C@@H](CO)[C@@H]2Cn3c(ccc(-c4ccc(OC)cc4)c3=O)[C@@H]2N1CCC	-2	1	0.3	8[16.7 µM]	nt	nt	-12
CC(C)N1CCN(Cc2ccsc2)CC1CCO (stereo not given)	6	7	-1.0	6	-5	-2	19
CCNC(=O)N1CCC(n2nccc2NC(=O)CCOc2ccccc2)CC1	-7	-3	-1.2	-1	2	-5	13
Cc1onc(-c2c(Cl)cccc2Cl)c1-c1nc2cc(Cl)ccc2c(=O)o1	1	24	-0.6	5	-18	-2	-38
CCCNC(=O)C1(C)CCCN(Cc2ccc(C#N)cc2)C1 (stereo not given)	48*	6	-0.6	-7	-5	-8	13
O=C1NC[C@H](Cc2ccccc2)N(C[C@@H]2CCCN2C[C@H](Cc2ccccc2)N2C[C@H](Cc3ccccc3)N(CC3CCCCC3)C(=O)C2=O)C1=O	-12	25	3.0	36	-12	29	-10
CC(=O)c1ccc(NC(=O)COC(=O)c2c[nH]c3ccccc23)cc1	8	-2	-0.2	-7	nt	2	5
COc1ccc(CCN2C(=O)CC(NNC(=O)c3ccccc3Br)C2=O)cc1 (stereo not given)	-6	-3	nt	0	4	-18	-1
Cc1cccc(C)c1NC(=O)C(c1ccccc1F)n1c(=O)c(-c2ccco2)nc2ccccc21 (stereo not given)	-10	3	0.8	nt	1	-1	-13
CC(=O)c1ccc(Sc2nnnn2-c2ccccc2)c([N+](=O)[O-])c1	-5	8	nt	nt	-13	-17	19
COc1cc(-c2cc3nc(NCCOc4ccccc4)ccn3n2)cc(OC)c1OC	2	46	2.4	5	4	34	-35
COc1ccccc1/C=C1\SC(=S)N(CCC(=O)N2CCN(C)CC2)C1=O	5	10	-0.4	4	-1	13	-5
CCOc1ccccc1NC(=S)N1C2CCC1CC(NC(=O)NC13CC4CC(CC(C4)C1)C3)C2 (stereo not given)	?	nt	nt	-1	nt	nt	-2
O=C(c1cccc(F)c1)N1CCN(c2cccc(C(F)(F)F)c2)CC1	nt	nt	nt	0	-8	10	-23
COCC(=O)N1[C@@H](CO)[C@@H](c2ccccc2)C12CN(C(=O)Nc1ccccc1F)C2	3	12	-2.1	nt	nt	2	-1
COc1ccc(N2CCN(C(=O)[C@@H](NC(=O)c3cc(OC)cc(OC)c3)C(C)C)CC2)cc1	2	2	2.9	nt	0	-6	4
O=C(C[C@H]1C[C@H]2c3cc(NC(=O)Nc4ccccc4)ccc3O[C@H]2[C@@H](CO)O1)NCc1cccnc1	nt	-4	-2.0	1[16.7 µM]	-5	7	-4
Cc1cc(C)cc(NC(=S)NC2CC3CCCC(C2)N3CC(C)C)c1 (stereo not given)	5	7	0.1	1	10	7	-15
O=S1(=O)CCC(NC(=S)Nc2ccc(Cl)cc2)C1 (stereo not given)	nt	nt	nt	nt	-10	-6	-9
CC(/C=N/n1c(-c2ccc(C)cc2)n[nH]c1=S)=C\c1ccco1	nt	nt	nt	nt	-9	-26	10
O=C(Nc1ccc(Cl)cc1)N1C[C@H]2[C@@H](c3ccccc31)[C@H](CO)N2C(=O)c1cccnc1	-18	-17	-1.1	21[16.7 µM]	2	-25	-21
Cn1c(SCC(=O)NCc2cccs2)nnc1-c1ccc(O)cc1	5	2	3.1	nt	0	7	-18
CCCCn1nc2cc(C(=O)NCc3cc(C(F)(F)F)cc(C(F)(F)F)c3)ccc2c1OCC	nt	-8	0.0	0	1	-2	nt
Cc1ccc(N/N=C2\CCS(=O)(=O)c3sccc32)cc1	5	-22	-0.2	nt	8	19	-13
Cc1ccc(S(=O)(=O)Nc2ccc3c(c2)CC(=O)N([C@H](C)CO)C[C@H](C)[C@@H](CN(C)CC2CCCCC2)O3)cc1	6	2	1.9	-10[16.7 µM]	nt	nt	-5
Cc1cccc(NS(=O)(=O)c2csc(C(N)=O)c2)c1C	2	-2	-3.6	nt	-1	12	nt
COc1ccc(NC(=O)N(C)C[C@H]2Oc3ccc(NC(=O)c4ccncc4)cc3C(=O)N([C@@H](C)CO)C[C@@H]2C)cc1	nt	0	-0.2	6[16.7 µM]	nt	-24	18
Cc1ccc(S(=O)(=O)N(C)c2ccc(OC(=O)c3cc(=O)[nH]c4ccccc34)cc2)cc1	nt	11	-0.7	0	nt	nt	nt
CCCCCC(=O)O/N=C(\C)c1ccn(S(=O)(=O)c2ccccc2)c1	-5	8	-0.9	-8	-6	-1	-7
COc1cc(-c2nc(C)c(C(C)=O)n2O)ccc1OCC(=O)Nc1ccc(Cl)cc1	?	14	-0.3	nt	-6	-11	-13
CCCCn1c(=O)c(CCC(=O)OCC(=O)NC(=O)NCCC(C)C)nc2ccccc21	9	-2	7.5	-1	-4	-2	37
CC(C)[C@H](NC(=O)c1ccccc1F)C(=O)Nc1cccc(S(=O)(=O)N2CCOCC2)c1	10	8	-2.2	-3	-5	-6	nt
CCCc1nc2ccc(C(=O)OC)cn2c1Cc1cccc(F)c1	11	3	-4.6	4	-12	2	-7
C/C(=N\NC(=O)c1cc(C)oc1C)c1ccc2c(c1)OCO2	4	-5	-0.7	nt	nt	-5	12
Cc1ccc(C(=O)Nc2c3c(nn2C(C)(C)C)CS(=O)(=O)C3)cc1C	nt	nt	nt	-7	-6	nt	11
